Bioassay records as filed in PubChem BioAssay.
NCI-60 one-dose screen, 48 h, at 10 µM unless noted. Numbers give growth in % (100 = growth as untreated, 0 = no growth, -100 = all killed).
NCI-H522: NCI-H522 lung cancer; hit rate 8% among 78,000; AID 1794739
NCI-H226: NCI-H226 lung cancer; hit rate 3.5% among 79,000; AID 1794732
NCI-H23: NCI-H23 lung cancer | hit rate 4% among 80,000
NCI/ADR-RES: NCI/ADR-RES ovarian cells. hit rate 4.4% among 81,000. AID 1794790
SK-OV-3: SK-OV-3 ovarian cancer cells | hit rate 3.2% among 80,000
NCI-H322M: NCI-H322M lung cancer; hit rate 2.7% among 80,000; AID 1794733
IGROV1: IGROV1 ovarian cancer. AID 1794786. hit rate 4.7% among 79,000
OVCAR-4: OVCAR-4 ovarian cancer cells; hit rate 3.7% among 80,000
NCI-H460: NCI-H460 lung cancer. hit rate 6.8% among 82,000. AID 1794736
The depositor's hits bear a star; . = no result given; & = joins results of further samples; ! = not active in a repeat. The calls were made as follows: active = growth percent below 10; inactive = the rest.

SMILES	NCI-H522	NCI-H226	NCI-H23	NCI/ADR-RES	SK-OV-3	NCI-H322M	IGROV1	OVCAR-4	NCI-H460
COc1cc(/C=C2\CCCCC3=C2N=C2SC(C)=CN2C3c2cc(OC)c(OC)c(OC)c2)cc(OC)c1OC (stereo unspecified)	40	77	66	70	82	88	68	59	73
Cc1ccccc1-c1cc(-c2ccc(Br)s2)[nH]c(=O)c1C#N	93	.	97	98	.	98	97	108	106
CC/C(=N\N=C(/CC)c1cccs1)c1cccs1	92	95	100	106	111	96	101	107	109
COc1ccc(-c2cc3ccc(F)cc3c(=O)[nH]2)cc1	77	73	81	86	80	71	82	88	51
CO[C@@H]1[C@H](N(C)C(=O)c2ccccc2)C[C@@H]2O[C@]1(C)n1c3ccccc3c3c4c(c5c6ccccc6n2c5c31)C(=O)NC4=O	21	29	44	43	.	39	7.2*	.	48
CC(C)C[C@H]1N[C@@]2(C(=O)Nc3ccccc32)[C@@H](c2ccc(F)cc2)[C@@H]1C(=O)c1ccc(O)cc1	75	89	89	94	105	98	55	84	88
CC(c1ccccc1)N1C(=O)NC2NC(=S)NC21 (stereo unspecified)	81	.	98	105	104	105	110	97	108
COc1cc(OC)c2cc(-c3nc(OC)nc(OC)n3)cnc2c1	73	103	103	102	103	102	106	104	100
COc1cc2oc(-c3cccc(NC(=O)[C@H](C)NC(=O)[C@H](C)N)c3)cc(=O)c2c(OC)c1OC	94	101	100	104	120	99	108	104	105
CS(=O)(=O)Nc1ccc(OCc2nnc(-c3ccc(Cl)cc3)o2)c(F)c1	95	86	94	97	89	109	104	82	99
NC(=O)Cn1nc(-c2ccc(Oc3ccc(-c4ccc(=O)n(CC(N)=O)n4)cc3)cc2)ccc1=O	103	102	105	110	103	110	103	113	96
O=C1c2ncccc2/C(=C/c2ccccc2)N1Cc1ccccc1	88	.	99	101	103	95	106	100	110
CCCCCCCNc1ncncc1-c1ccc(C(F)(F)F)cc1	83	84	.	98	92	.	96	103	100
Cc1ccccc1OCc1ccc(Cl)cc1	89	106	107	115	105	106	102	105	111
CCOC(=O)C1C(=O)C=C(c2cc(OC)c(OC)c(OC)c2)CC1c1sc(N(C)Cc2ccccc2)nc1Cl (stereo unspecified)	67	74	87	86	85	83	96	87	86
O=C(O)/C=C/CCC1SCC2NC(=O)NC21 (stereo unspecified)	92	102	106	108	109	97	.	111	102
Clc1cccc(Cl)c1Nc1ccc2nnc(-c3ccncc3)n2n1	-74*	.	96	101	109	88	94	.	106
COc1cc(-c2cc3ccc(O)cc3oc2=O)cc(OC)c1OC	93	92	99	96	106	100	99	112	108
CN(c1ccccc1)c1cc(N)nc(N)n1	84	102	99	104	94	102	101	96	111
C[C@@H](NC(=O)[C@@H](CC(=O)N1CCC(N2CCCCC2)CC1)N1C(=O)[C@@H](N2C(=O)OC[C@@H]2c2ccccc2)[C@H]1/C=C/c1cccc(Cl)c1)c1ccccc1	64	90	88	98	87	82	86	79	13
O=c1oc(-c2ccc(Cl)cc2)nc2c(-c3ccc(Cl)cc3)nc3ccccc3c12	91	108	100	103	93	79	96	106	114
O=C1[C@@H]2Cc3c([nH]c4ccccc34)[C@H](c3c(Cl)cccc3Cl)N2C(=O)CN1C1CCN(Cc2ccccc2)CC1	63	75	42	18	.	78	25	-0.7*	9.2*
Cn1c2ccccc2c2c3c(c4c5ccccc5n(CCCCCC#N)c4c21)C(=O)N(O)C3=O	-52*	25	4.9*	12	37	49	28	28	2.8*
CN(C)c1ccc(/C=C/c2nc3ccccc3c(=O)n2CC(=O)Nc2ccccc2)cc1	49	-6.9*	59	30	92	49	76	35	17
CCOC(=O)n1cc(-c2nonc2-c2c[nH]c3ccccc23)c2ccccc21	44	96	73	63	63	61	40	53	88
Cc1ccc2oc(=O)cc(Cn3cc(Cn4cnc5c4c(=O)n(C)c(=O)n5C)nn3)c2c1	96	.	102	100	.	103	105	105	111
N#CCC(N)=C(C#N)C#N	102	100	108	106	105	95	101	100	106
CCCCOCCOC(=O)c1ccccc1C	101	107	99	103	112	99	96	113	111
C=CC[Si](c1ccccc1)(c1ccccc1)c1ccccc1	83	95	92	101	99	98	99	108	103
Cc1ccc(C2=N[C@H]3CCC[C@@H]3N(c3ccccc3)C(C(Cl)Cl)=N2)cc1	93	107	96	98	111	93	99	97	110
C=C(C)CN=Cc1ccc(OC)c(OC)c1	81	94	100	103	106	87	96	101	106
CCN(CC)CCCCCCNc1cc(OC)c(F)c2c(C)ccnc12	87	83	86	99	108	96	102	.	102
CN(C)C1CCc2ccccc2C1OC(=O)/C=C/c1ccccc1 (stereo unspecified)	87	90	97	103	99	96	92	99	105
Oc1nc(NCCc2ccccc2)sc1/C=C1\C=Nc2ncccc21	4.3*!	3.3*!	9.1*	73&58	2.1*!	5.2*!	14&26	24&32	14&15
Cc1ccc(C)c(Oc2c(-c3nc4ccccc4[nH]3)c(C)nn2-c2ccccc2)c1	.	91	91	90	86	75	48	79	86
COC(=O)C1C2CC(=O)C(C2)C1C(=O)OC (stereo unspecified)	94&100	98	101&106	103&106	101&103	92	105&115	106&101	108&107
Cc1c(C(N)=O)sc2c1c(=O)n(Cc1ccccc1)c1nnc(S(=O)(=O)Cc3ccccc3)n21	47	101	112	96	109	118	99	96	106
Oc1ccc(-c2nn(-c3ccccc3)cc2-c2nc3ccccc3s2)cc1	101	86	90	81	99	97	81	86	91
Cc1cccc(C)c1NC(=O)n1c(=O)cc(C)c2ccc(O)cc21	95	100	102	105	100	98	105	101	111
O=c1[nH]c(=O)n(C2OC(CF)C(O)C2O)cc1Br (stereo unspecified)	105	102	104	116	114	108	.	.	108

Rewritten field by field: entries from further up.
Cn1c2ccccc2c2c3c(c4c5ccccc5n(CCCCCC#N)c4c21)C(=O)N(O)C3=O
  NCI-H522: -52*
  NCI-H226: 25
  NCI-H23: 4.9*
  NCI/ADR-RES: 12
  SK-OV-3: 37
  NCI-H322M: 49
  IGROV1: 28
  OVCAR-4: 28
  NCI-H460: 2.8*

O=c1oc(-c2ccc(Cl)cc2)nc2c(-c3ccc(Cl)cc3)nc3ccccc3c12
  NCI-H522: 91
  NCI-H226: 108
  NCI-H23: 100
  NCI/ADR-RES: 103
  SK-OV-3: 93
  NCI-H322M: 79
  IGROV1: 96
  OVCAR-4: 106
  NCI-H460: 114

Cc1c(C(N)=O)sc2c1c(=O)n(Cc1ccccc1)c1nnc(S(=O)(=O)Cc3ccccc3)n21
  NCI-H522: 47
  NCI-H226: 101
  NCI-H23: 112
  NCI/ADR-RES: 96
  SK-OV-3: 109
  NCI-H322M: 118
  IGROV1: 99
  OVCAR-4: 96
  NCI-H460: 106

Cc1ccc(C2=N[C@H]3CCC[C@@H]3N(c3ccccc3)C(C(Cl)Cl)=N2)cc1
  NCI-H522: 93
  NCI-H226: 107
  NCI-H23: 96
  NCI/ADR-RES: 98
  SK-OV-3: 111
  NCI-H322M: 93
  IGROV1: 99
  OVCAR-4: 97
  NCI-H460: 110

As entered above.
Cc1c(C(N)=O)sc2c1c(=O)n(Cc1ccccc1)c1nnc(S(=O)(=O)Cc3ccccc3)n21 in NCI-H23 is entered as 112
O=c1[nH]c(=O)n(C2OC(CF)C(O)C2O)cc1Br (stereo unspecified) in NCI-H23 is entered as 104
Oc1nc(NCCc2ccccc2)sc1/C=C1\C=Nc2ncccc21 in NCI-H226 is entered as 3.3*!
CCCCOCCOC(=O)c1ccccc1C in NCI-H322M is entered as 99
Cn1c2ccccc2c2c3c(c4c5ccccc5n(CCCCCC#N)c4c21)C(=O)N(O)C3=O in NCI/ADR-RES is entered as 12
Cc1ccc2oc(=O)cc(Cn3cc(Cn4cnc5c4c(=O)n(C)c(=O)n5C)nn3)c2c1 in NCI-H23 is entered as 102
Cc1cccc(C)c1NC(=O)n1c(=O)cc(C)c2ccc(O)cc21 in NCI-H460 is entered as 111

One compound at a time, as listed above:
C=C(C)CN=Cc1ccc(OC)c(OC)c1 is entered as NCI-H522: 81; NCI-H226: 94; NCI-H23: 100; NCI/ADR-RES: 103; SK-OV-3: 106; NCI-H322M: 87; IGROV1: 96; OVCAR-4: 101; NCI-H460: 106
CCCCOCCOC(=O)c1ccccc1C is entered as NCI-H522: 101; NCI-H226: 107; NCI-H23: 99; NCI/ADR-RES: 103; SK-OV-3: 112; NCI-H322M: 99; IGROV1: 96; OVCAR-4: 113; NCI-H460: 111

Other compounds follow:
SMILES	NCI-H522	NCI-H226	NCI-H23	NCI/ADR-RES	SK-OV-3	NCI-H322M	IGROV1	OVCAR-4	NCI-H460
Cc1cccc(C)c1NCc1nnc(-c2ccco2)o1	73	81	89	97	87	91	85	101	97
COc1ccc2c(c1)C(NCCCCCCNc1cc(C)[n+](C)c3ccc(OC)cc13)=CC(C)N2C (stereo unspecified)	87	77	53	105	100	69	57	91	48
CCOc1ccc2nc(C)cc(Nc3ccc(Br)cc3)c2c1	107	.	96	95	101	94	.	82	101
N#CCC(=O)Nc1ncc(Cc2ccc(Cl)cc2)s1	85	98	98	85	99	88	88	68	100
COC(=O)c1ccc(N)cc1C(=O)OC	77	106	122	120	115	103	107	102	108
CNc1nc(NC)nc(NC)n1	103	106	108	111	113	109	128	112	120
Oc1cc2ccccc2cc1O	88	105	99	102	106	123	101	84	102
N[C@@H](Cc1cn(-c2ccccc2O)nn1)C(=O)O	99	102	95	99	99	92	105	100	93
CCCCNC(=O)Oc1ccc(/C(=C(\C)c2ccc(Cl)cc2)c2ccc(OCCN3CCCCC3)cc2)cc1	85	99	79	85	69	95	84	74	86
C[C@@H]1C(=O)N(C[C@H](Cc2ccccc2)NC(=O)OCc2ccccc2)[C@]1(Cc1ccccc1)C(=O)OC(C)(C)C	45	62	72	63	70	87	70	52	67
NC(=S)N/N=C(/c1ccccc1)c1ccc2nc(-c3ccc(O)cc3)[nH]c2c1	76	88	89	93	81	99	99	76	89
Cc1cc(C)c(C(=O)c2ccccc2C(=O)O)c(C)c1	.	98	102	108	107	97	105	100	105
O=C(Cn1ccnc1)Nc1cccc2cccnc12	102	96	95	106	104	95	88	78	108
C=C(C)[C@@H]1CC[C@]2(CO)CC[C@]3(C)[C@H](CC[C@@H]4[C@@]5(C)CCCN(C(=O)OC(C)(C)C)C(C)(C)[C@@H]5CC[C@]43C)[C@@H]12	86	89	98	94	88	103	111	102	95
COc1ccc(-n2cc(-c3cc(OC)c(OC)c(OC)c3)n(C(C)=O)c2=O)cc1OC	81	94	90	95	103	103	106	97	114
COc1ccc(Cn2c(Br)c3c(c2Br)-c2nc(NC(=O)c4ccc(OC)cc4)sc2CC3)cc1	72	.	81	75	73	56	38	50	77
CCC(=O)O[C@@H]1C[C@H](C)CC[C@H]1C(C)C	96	93	98	109	116	104	110	105	103
NC(=O)c1cc(Cl)ccc1NC(=O)/C=C/c1ccccc1	4.7*	64	60	11	3.7*	45	89	41	12
Nc1c(C(=O)Nc2cccc([N+](=O)[O-])c2)sc2nc3c(cc12)C(=O)CCC3	49	84	61	68	47	71	90	59	33
N#CC1(C#N)C2=C(CCCC2)NC(c2c(F)cccc2Cl)C1(C#N)C#N (stereo unspecified)	-14*	92	82	77	80	91	83	67	95
C#CCn1c(-c2nonc2N)nc2ccccc21	80	97	99	104	91	81	109	110	103
CCCCNC(=O)NS(=O)(=O)c1ccc(N2N=C(c3cc(C)ccc3C)CC2c2cc(OC)c(OC)c(OC)c2)cc1 (stereo unspecified)	54	75	-26*	30	68	67	41	78	57
C[C@H]1CN[C@@H](C)CN1	.	113	110	115	116	140	120	111	107
O=C(c1ccccc1)C(C(C(=O)c1ccccc1)N1CCOCC1)N1CCOCC1 (stereo unspecified)	78	100	95	93	114	90	97	109	104
O=C(O)c1ccc(I)cc1C(=O)O	83	100	101	104	111	108	111	109	105
CC(=O)OCCCCCCN1C=C/C(=C\C(=O)n2ccc3ccccc32)c2ccccc21	92	94	99	106	106	103	73	92	111
CN(C)c1ccc(S(=O)Nc2ccccc2)cc1 (stereo unspecified)	72	90	98	95	105	87	97	103	87
COc1ccc2[nH]c(=O)cc(-n3ncc(/C(C)=N/Nc4ccc(C(=O)O)cc4)c3C)c2c1	100	103	103	110	99	101	105	112	108
